# MITF TRPM1 inh: reduces MITF-dependent TRPM1 promoter luciferase signal | SK-MEL-5 TRPM1 promoter luciferase, 24 h | inhibition, % at 12.5 µM | hit rate 0.83% among 330,000 | AID 488899;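 active means mean inhibition across replicates of 60% or more, whatever share of single replicates reaches that level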; further: values of inactives mirror those of a sister screen read the other way
# Vif imaging: inhibitors of HIV Vif; HEK293T cells, Vif self-association by quenched fluorescence, imaging, 24 h; inhibition, % at 7.49 µM; hit rate 0.35% among 340,000; AID 602346; in the data active means inhibition above about 50%, passing the limit was not always enough; further: some results filed as inactive read as strong as hits
# aDG glyco act: increases alpha dystroglycan glycosylation | Pro5-aDG cells, alpha-DG glycosylation AlphaScreen (IIH6); 0% Pro5, 100% B10-LARGE cell signal | activation, % at 10 µM | hit rate 0.22% among 360,000;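 active means activation of at least 8% versus controls, or a plate z-score of at least 8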;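 further: Pro5 are CHO cells carrying HIG-tagged alpha-DG that lacks glycosylation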
# PDI turbidity: inhibitors of human protein disulfide isomerase | inhibition, % at 10 µM | hit rate 0.052% among 350,000 | PDI insulin aggregation turbidity, A650, 90 min | AID 588391;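 active means mean inhibition across replicates of 30% or more, whatever share of single replicates reach that level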;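 further: absorbance from insulin aggregation driven by PDI reduction with DTT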
# Target sequence (P07237 whole entry, looked up): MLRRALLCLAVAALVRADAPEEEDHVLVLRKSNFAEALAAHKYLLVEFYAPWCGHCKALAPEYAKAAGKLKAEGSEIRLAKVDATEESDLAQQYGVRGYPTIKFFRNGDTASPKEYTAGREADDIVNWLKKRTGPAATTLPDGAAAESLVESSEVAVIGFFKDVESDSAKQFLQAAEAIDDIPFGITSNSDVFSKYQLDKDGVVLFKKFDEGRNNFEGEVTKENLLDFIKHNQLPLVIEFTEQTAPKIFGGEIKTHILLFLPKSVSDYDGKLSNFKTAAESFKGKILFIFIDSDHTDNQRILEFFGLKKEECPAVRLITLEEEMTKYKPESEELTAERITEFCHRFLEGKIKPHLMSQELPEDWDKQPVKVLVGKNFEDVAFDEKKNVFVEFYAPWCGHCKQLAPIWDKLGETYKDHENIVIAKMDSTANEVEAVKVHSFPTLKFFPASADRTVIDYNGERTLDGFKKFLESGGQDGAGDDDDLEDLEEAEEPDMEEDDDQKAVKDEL
# NR2E3 ag-1: agonists of human NR2E3 nuclear receptor. CHO-S Gal4-NCOR/VP16-NR2E3 two-hybrid, luciferase. Q9Y5X4. AID 602229. inhibition of corepressor binding, % at 3.98 µM. hit rate 0.35% among 360,000;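 active means inhibition above the mean of all tested compounds plus 3 SD, cut at about 70% in these data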;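 further: 0% = DMSO with NR2E3 transfected cells and 100% = cells lacking NR2E3 construct; higher means lower luciferase signal from less NR2E3 corepressor binding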
# Target sequence (Q9Y5X4 whole entry, looked up, the tested form may be a part): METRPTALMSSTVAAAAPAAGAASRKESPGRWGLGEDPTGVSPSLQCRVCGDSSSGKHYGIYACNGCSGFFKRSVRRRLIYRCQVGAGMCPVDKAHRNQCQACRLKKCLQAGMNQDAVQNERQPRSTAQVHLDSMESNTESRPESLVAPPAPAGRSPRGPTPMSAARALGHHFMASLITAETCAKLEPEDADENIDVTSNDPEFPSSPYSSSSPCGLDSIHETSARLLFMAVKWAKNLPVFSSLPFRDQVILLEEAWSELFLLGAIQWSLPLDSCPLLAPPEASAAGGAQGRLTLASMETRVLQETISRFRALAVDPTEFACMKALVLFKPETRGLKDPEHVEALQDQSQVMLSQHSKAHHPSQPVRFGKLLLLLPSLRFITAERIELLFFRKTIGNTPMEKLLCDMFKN
# Peg3 promoter: inhibitors of Peg3 promoter; HeLa PEG-Prom luciferase reporter, luminescence, overnight; inhibition, % at 20 µM; hit rate 1.7% among 360,000;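 active means inhibition of at least 50% at 20 µM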
# CaV13 ICDI inh: Primary screen for inhibitors of IQ motif and Ca2+-dependent inactivation inhibitor domain binding in CACNA1D, Förster resonance energy transfer in living cells, …; HEK cells, CFP/YFP FRET ICDI-IQ, plate reader, 10 min; percent FRET-ratio fall versus neutral wells; inhibition, % at 12.3 µM; hit rate 0.098% among 340,000; AID 743397;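 active means mean replicate inhibition of at least 30% and at least 1% of replicates passing that level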;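 further: 0% = median of the neutral control wells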
# HIF-2a inh: inhibitors of HIF-2a; 786-0 RCC cells HIF-2a reporter, luciferase luminescence, overnight; inhibition, % at 18.8 µM; hit rate 0.72% among 360,000; AID 624352;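 active means inhibition of the luminescence signal of 40% or more relative to plate controls, in a single-dose primary screen at 18.75 µM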
# Granule exo inh: blocks lytic granule exocytosis; TALL-104 LAMP-1 surface exposure, flow cytometry; cells stimulated with thapsigargin and PMA; hit rate 0.66% among 360,000; inhibition, % at 10 µM;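 active means inhibition above about 55%, limit read from the data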
# NR2E3 ag-2: NR2E3 (human) agonism; inhibition of corepressor binding, % at 4.78 µM; hit rate 0.12% among 320,000; GST-NR2E3/biotin-RetCOR TR-FRET, 1536-well; Q9Y5X4; AID 2300;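 active means percent inhibition above the cutoff of mean plus 3 SD of all tested compounds, set per screening campaign, cut at about 20% in these data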;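 further: 0% = DMSO wells and 100% = biotin wells as full block of FRET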
#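 Test system: GST-NR2E3 and biotin-RetCOR proteins | Quantity: 1.35 nM GST-tagged NR2E3 final | Medium: Tris pH 7.5 | Also added: 7 nM biotin-RetCOR | Dosing: Compound at 4.8 µM, single dose | Timing: 5 h at 4 °C | Detection: Time-resolved FRET | Read-out basis: Percent inhibition | Benchmarks: Biotin wells as high control, 0.6% DMSO wells as low control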
# hiPSC survival: enhancers of human iPSC single-cell survival. survival enhancement, % at 20 µM. hiPSC single-cell survival, ATPlite luminescence; 100% = ROCK inhibitor wells, 0% = DMSO. hit rate 0.044% among 360,000. AID 602274; in the data active means survival enhancement above about 18%;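 further: cells exposed to compounds for 16 hours before the ATP read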
# Starred values were filed as active, the others as inactive; · = not tested or not shown; & = joins results of further samples.
# Sequence of screens – MITF TRPM1 inh	Vif imaging	aDG glyco act	PDI turbidity	NR2E3 ag-1	Peg3 promoter	CaV13 ICDI inh	HIF-2a inh	Granule exo inh	NR2E3 ag-2	hiPSC survival
> O=C(NNC(=S)Nc1ccccc1)c1ccccc1[N+](=O)[O-]
  -24	-3	-0.4	-3	-61	-186	-5	-251	0	3	-0.7
> Cc1ccc(NC(=O)COC(=O)CN2C(=O)NC3(CCCC3)C2=O)cc1F
  -3	2	-0.2	1	-19	0	-18	-15	-7	4	-0.2
> COc1ccc(CCNC(=O)C2CCCN2C(=O)NC2CCCCC2)cc1OC (configuration not stated)
  -6	4	0.1	-1	2	5	-4	11	1	-1	1.0
> O=C(Nc1ccccc1)N1CCC(=S)Nc2ccccc21
  3	·	-0.2	-3	9	11	-7	16	1	-1	-0.8
> COCCCNS(=O)(=O)c1ccc2c(c1)CCN2C(C)=O
  -3	-9	0.0	6	-2	15	-4	19	0	0	-4.0
> O=C(CSc1nc2c(c(=O)[nH]1)CCCC2)Nc1ccc(Cl)cc1F
  0	29	0.0	-4	12	7	-8	13	0	5	0.2
> COC(=O)C(=O)/C=C(\O)c1c(C)cc(C)cc1C
  -8	1	-0.2	6	11	6	1	14	8	-2	0.0
> Brc1ccc(N=NNc2ccccc2)cc1
  -60	8	0.0	-3	-58	-304	-22	-229	2	-2	-0.1
> Cc1ccc(-c2nnc(Nc3ccc4c(c3)nc(C)n4C)c3ccccc23)cc1
  -2	27	0.3	-3	-24	-31	-6	-3	5	3	1.0
> CCCNC(=O)c1ccc(N2CCC3(CC2)CC(c2ccccc2)=NO3)c(NC(=O)Cc2ccc(F)cc2)c1
  10	-6	0.2	10	16	2	-9	13	6	1	-2.4
> CCOC(=O)c1c(Cc2cccc(Cl)c2)c[nH]c1C
  2	-3	-0.1	-1	23	-4	5	-6	0	1	-1.1
> CCCCC(=O)Nc1ccc(C(=O)N2CCN(c3ccccc3OC)CC2)cc1
  3	-8	-0.1	-5	0	3	-4	-23	-1	-1	-5.2
> S=C(NCc1ccncc1)Nc1ccccc1
  8	-26	0.8	13	-6	1	-3	14	0	0	3.3
> CC(=O)Nc1ccc(NC(=O)C(NS(=O)(=O)c2ccc3c(c2)OCCO3)C(C)C)cc1 (configuration not stated)
  -2	-5	-0.2	2	-1	19	-7	5	-6	2	0.1
> Nc1c(C(=O)O)sc2nc(-c3ccccc3)cc(-c3ccc(Cl)cc3)c12
  3	-2	-0.1	4	37	37	-5	16	-2	-3	-0.2
> CCn1c(=O)[nH]c2cc(Cl)c(Cl)cc21
  29	-11	0.1	-10	-5	31	-5	-4	3	-1	-3.1
> CCOC(=O)C1CCN(C(c2ccc(OC)c(OC)c2)c2sc3nc(C)nn3c2O)CC1 (configuration not stated)
  ·	0	0.1	·	19	0	-5	10	4	3	-3.8
> CN(CC(=O)Nc1nc2ccccc2s1)S(=O)(=O)c1ccc(Br)cc1
  10	-11	0.0	-7	-6	4	-2	-45	1	0	-0.5
> CON/C=N/C(=S)Nc1ncc(C(F)(F)F)cc1Cl
  14	8	0.7	11	26	5	-4	1	-5	2	-0.5
> CCCn1nnnc1NCc1ccc(N2CCCC2)cc1
  -15	-6	0.0	5	-13	4	-4	17	-4	-2	-1.1

# An excerpt of these results, as tab-separated lines:
compound	MITF TRPM1 inh	Vif imaging	aDG glyco act	PDI turbidity	NR2E3 ag-1	Peg3 promoter	CaV13 ICDI inh	HIF-2a inh	Granule exo inh	NR2E3 ag-2	hiPSC survival
CCCCC(=O)Nc1ccc(C(=O)N2CCN(c3ccccc3OC)CC2)cc1	3	-8	-0.1	-5	0	3	-4	-23	-1	-1	-5.2
Nc1c(C(=O)O)sc2nc(-c3ccccc3)cc(-c3ccc(Cl)cc3)c12	3	-2	-0.1	4	37	37	-5	16	-2	-3	-0.2

# New compounds follow.
# Sequence of screens – MITF TRPM1 inh	Vif imaging	aDG glyco act	PDI turbidity	NR2E3 ag-1	Peg3 promoter	CaV13 ICDI inh	HIF-2a inh	Granule exo inh	NR2E3 ag-2	hiPSC survival
> CCCCc1ccc(-c2c(C#N)c(N)nc3c2CCCC3)s1
  13	·	-0.1	1	-9	13	·	10	2	-2	-0.6
> CCc1ccc(-c2cc(N)n(-c3ccccc3)n2)cc1
  -47	9	0.1	-9	-135	-347	-3	-288	3	·	-3.5
> O=C(c1cc2cccc([N+](=O)[O-])c2oc1=O)N1CCOCC1
  -2	20	0.1	2	27	7	-5	11	-2	-2	0.1
> Cc1cccc(N2C(=O)C=CC2=O)c1
  12	30	0.0	6	-27	20	-14	2	-13	·	1.9
> Cc1onc(-c2ccccc2)c1C(=O)Nc1ccon1
  5	·	-0.2	-5	-10	-6	-4	0	6	2	0.9
> COCCCNC(=O)C[C@H]1C[C@H](C(=O)N2CCCCC2)[C@@]2(CCc3ccccc3)c3[nH]c4ccc(Cl)cc4c3CCN2C1=O
  10	0	0.3	-6	-16	29	-7	10	-2	·	-2.8
> CCOC(=O)c1ccc(NC(=O)C2=C(C)Nc3nc(CCCO)nn3C2c2cccc(C)c2)cc1 (configuration not stated)
  -4	-2	0.2	·	-1	-3	-3	10	-9	0	-0.9
> O=C(COc1ccccc1F)NCC(c1ccco1)N1CCCC1 (configuration not stated)
  0	-6	0.1	-2	-3	3	-4	7	-1	-3	-1.7
> N#C/C(=C\Nc1ccc2c(c1)OCCO2)c1nc(-c2ccccc2)cs1
  -17	4	-0.4	-8	9	10	-20	-1	-1	3	6.4
> COc1ccc(-c2nc3ccc(C)cn3c2Cc2cccc(F)c2)cc1OC
  ·	·	0.2	·	-69	-50	-10	-166	6	·	-1.4
> CCC(=O)Nc1ccc(Cl)c(NC(=O)c2cccc(OC)c2)c1
  -3	-6	-0.2	-6	2	-11	-2	-15	3	-1	4.3
> CCOC(=O)NN1C(=O)c2ccccc2NC1C (configuration not stated)
  11	3	0.0	1	2	16	-2	9	-1	-2	-0.8
> CC(C)=CCC/C(C)=C/CNC(=O)C[C@H]1C[C@H](C(=O)N2CCCCC2)[C@@]2(C)c3[nH]c4cc(-c5ccco5)ccc4c3CCN2C1=O
  15	-2	0.2	-6	-25	17	-6	-4	4	·	-2.1
> CCOC(=O)c1sc2nc(COC(=O)c3c(F)cccc3F)[nH]c(=O)c2c1C
  -4	13	-0.4	5	-4	-45	-2	-16	-2	-2	1.4
> CC(OC(=O)c1ccc(-n2cnnn2)cc1)C(=O)Nc1ccc(F)c(F)c1F (configuration not stated)
  1	-8	-0.1	-3	-25	11	-2	12	-10	-1	-0.3
> O=C(CSC(=S)N1CCCC1)N1CCN(S(=O)(=O)c2ccccc2F)CC1
  -13	0	0.0	7	20	-9	-5	0	1	5	0.7
> C=CCn1nc(-c2ccccc2)c(N2CCCCC2)cc1=O
  0	1	-0.5	3	-19	6	-6	8	1	1	0.8
> COc1ccc(NC(=O)c2ccc(N3C(=O)C4CC=C(C)CC4C3=O)cc2)c(OC)c1 (configuration not stated)
  16	-4	0.1	0	31	45	-3	18	2	-1	-0.4
> O=C(Cn1c(=O)c2cccn2c2ccccc21)Nc1cc(F)ccc1F
  5	-5	-0.3	-1	-1	-1	-7	9	-2	-3	-0.4
> O=C(NCCN1C(=O)S/C(=C/c2cccnc2)C1=O)C1CC(=O)N(Cc2ccccc2)C1 (configuration not stated)
  3	-7	0.0	2	-26	19	7	18	-2	5	-0.7
> Cc1ccc2cc(NC(=O)C3(C)CCN(C)C3)ccc2n1 (configuration not stated)
  ·	-6	0.1	-2	-39	-10	-8	-4	1	·	0.6
> COc1ccc(C(=O)COC(=O)/C=C/c2ccco2)cc1F
  -12	-8	-0.4	1	-17	-59	-2	-13	2	2	-0.5
> CCOc1ccc2oc(C(=O)OCC(=O)N3CCCC(C)C3)c(C)c2c1 (configuration not stated)
  -9	-5	-0.1	-7	-87	-2	-5	-36	4	4	-0.4
> Cc1cc2cc3c(cc2nc1SCC(=O)OC(C)C)OCCO3
  -7	0	0.5	-1	-2	17	·	-10	5	5	1.0
> CCn1c(SCC(=O)NCCc2ccccc2)nc2c([nH]c3ccccc32)c1=O
  6	·	0.5	-3	-6	33	-3	12	2	3	0.0
> COc1ccc2c(C)cc3n[nH]c(=S)n3c2c1
  -1	-1	-0.1	-9	-8	23	-15	6	1	0	-0.2
> COC(=O)c1nc(NNC(=O)c2ccccc2)sc1-c1ccccc1
  9	·	0.2	-1	-9	-13	-4	-5	-14	-1	3.1
> COc1ccc(OC)c(NC(=O)CSc2ncnc3sc(C)cc23)c1
  1	-5	0.2	-5	-26	-17	-7	-32	-4	·	-1.7
> O=C(Nc1ccccc1C(=O)Nc1ccc2c(c1)OCO2)c1cccs1
  -16	3	-0.4	-7	-24	-33	-5	-99	3	-2	-3.2
> CCCc1nn2c(N)c(/C=C3\C=Nc4ccccc43)c(=O)nc2s1
  3&15	-1&7	0.1&-0.1	4&-14	9&-5	-32&12	-5&-6	-55&13	-3&4	0&2	-0.5&0.7
> Cn1c(-c2cc(Cl)ccc2O)nc2c1c(=O)[nH]c(=O)n2Cc1ccccc1
  16	2	0.0	-5	-12	43	-3	31	-1	4	0.5
> Oc1ccc(Br)cc1/C=N/n1c(COc2ccccc2)n[nH]c1=S
  -11	11	-0.1	12	-10	0	-5	12	-1	·	-1.0

# Given as tab-separated lines: 10 of the compounds above.
SMILES	MITF TRPM1 inh	Vif imaging	aDG glyco act	PDI turbidity	NR2E3 ag-1	Peg3 promoter	CaV13 ICDI inh	HIF-2a inh	Granule exo inh	NR2E3 ag-2	hiPSC survival
O=C(NCCN1C(=O)S/C(=C/c2cccnc2)C1=O)C1CC(=O)N(Cc2ccccc2)C1 (configuration not stated)	3	-7	0.0	2	-26	19	7	18	-2	5	-0.7
Cc1ccc2cc(NC(=O)C3(C)CCN(C)C3)ccc2n1 (configuration not stated)	·	-6	0.1	-2	-39	-10	-8	-4	1	·	0.6
COc1ccc(C(=O)COC(=O)/C=C/c2ccco2)cc1F	-12	-8	-0.4	1	-17	-59	-2	-13	2	2	-0.5
CCOc1ccc2oc(C(=O)OCC(=O)N3CCCC(C)C3)c(C)c2c1 (configuration not stated)	-9	-5	-0.1	-7	-87	-2	-5	-36	4	4	-0.4
Cc1cc2cc3c(cc2nc1SCC(=O)OC(C)C)OCCO3	-7	0	0.5	-1	-2	17	·	-10	5	5	1.0
CCn1c(SCC(=O)NCCc2ccccc2)nc2c([nH]c3ccccc32)c1=O	6	·	0.5	-3	-6	33	-3	12	2	3	0.0
COc1ccc2c(C)cc3n[nH]c(=S)n3c2c1	-1	-1	-0.1	-9	-8	23	-15	6	1	0	-0.2
COC(=O)c1nc(NNC(=O)c2ccccc2)sc1-c1ccccc1	9	·	0.2	-1	-9	-13	-4	-5	-14	-1	3.1
COc1ccc(OC)c(NC(=O)CSc2ncnc3sc(C)cc23)c1	1	-5	0.2	-5	-26	-17	-7	-32	-4	·	-1.7
O=C(Nc1ccccc1C(=O)Nc1ccc2c(c1)OCO2)c1cccs1	-16	3	-0.4	-7	-24	-33	-5	-99	3	-2	-3.2

# High-throughput results from PubChem BioAssay.
